Assay outcomes (PubChem BioAssay)
SW480 rerep: inducers of DNA re-replication in SW480 colon cancer cells. SW480 DNA re-replication, Hoechst DNA content imaging, 48 h. Potency, µM (top dose mostly 46.1 µM), for inactives: at the top dose re-replication activation, hits mostly activators. 1.8% of 340,000 active; further: % of control where 0% means no effect; nearly all actives have a fitted effect of over 55% in size
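250 cells/well; 23 nL cpd via pin tool; 48 hr, 37 C, 5% CO2; Hoechst 40 min; imager read of total nuclear intensity, ex 405/em 500-530 nm.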
GLP1R cytotox: cytotoxicity in counter-screen for GLP-1R inverse agonists; HEK293 cAMP-luciferase reporter cells, luminescence, 24 h; Potency, µM (doses to about 38.3 µM), without a hit: top-dose activity change, negative = inhibition, hits mostly inhibitors; 0.13% of 410,000 active; AID 624418;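 further: loss of luciferase light is scored as toxicity; on the % scale 0 is the no-effect control and ±100 the full control effect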
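A 23 nL compound transfer followed 12 hours of cell culture at 37 deg C; exposure then lasted 24 hr. Luciferase assay detection reagent was dispensed and plates read for luminescence after a 12 min room-temperature wait.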
HT1080 IDH1KD tx: HT-1080 IDH1 knockdown cell toxicity (counter line); 2% of 360,000 active; AID 686971; HT-1080 IDH1 knockdown viability, ATP luminescence, 48 h; Potency, µM (doses to about 46.1 µM), for inactives: at the highest dose activity, negative = toxicity, hits mostly cytotoxic;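 further: 0% = DMSO wells and -100% = cell-free medium wells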
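Knockdown cells (IDH1KD HT-1080) received compounds 2 h after plating at 750 cells/well and were kept 48 h at 37 °C in 5% FBS RPMI. A CellTiter-Glo luminescence read gave % activity for curve fitting.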
KB-3-1 tox: KB-3-1 parental cell cytotoxicity. KB-3-1 viability, CellTiter-Glo ATP luminescence, 72 h. 1.4% of 400,000 active. Potency, µM (series often up to 46.1 µM), for inactives: at the top dose activity change, negative = cytotoxic, usual class: cytotoxic; further: on the % scale 0 is the no-effect control and ±100 the full control effect; nearly all actives have a fitted effect of over 60% in size
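Luminescent ATP read-out (CellTiter-Glo) measures survival of drug-naive KB-3-1 cells after 72 h compound exposure at 37 °C. Titration series was screened from lowest to highest concentration, with DMSO vehicle plates as background controls.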
GLP-1R agonist: GLP-1 receptor (human) agonism. P43220. Potency, µM (doses to about 45.6 µM), inactives show top-dose activation, most hits filed as activators. 0.007% of 380,000 active. AID 624172. HEK293 GLP-1R CRE-luciferase, luminescence, 4-6 h; cells express a hypersensitive GLP-1R form; further: % of control where 0% means no effect
Target sequence (P43220 whole entry, looked up): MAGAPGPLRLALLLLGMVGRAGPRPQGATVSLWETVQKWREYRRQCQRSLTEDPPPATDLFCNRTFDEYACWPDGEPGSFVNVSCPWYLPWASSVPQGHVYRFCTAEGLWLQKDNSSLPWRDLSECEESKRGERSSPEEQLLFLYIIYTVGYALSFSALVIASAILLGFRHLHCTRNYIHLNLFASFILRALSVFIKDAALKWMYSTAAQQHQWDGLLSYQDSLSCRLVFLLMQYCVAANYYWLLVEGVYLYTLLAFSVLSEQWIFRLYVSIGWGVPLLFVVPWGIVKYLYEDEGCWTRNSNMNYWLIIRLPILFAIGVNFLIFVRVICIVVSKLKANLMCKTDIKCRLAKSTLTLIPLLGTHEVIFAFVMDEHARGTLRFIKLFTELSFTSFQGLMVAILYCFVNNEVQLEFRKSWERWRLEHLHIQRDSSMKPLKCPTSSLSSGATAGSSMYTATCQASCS
TDP43 rescue: inhibitors of TDP-43 toxicity in yeast; 1.8% of 410,000 active; Potency, µM (top dose mostly 46.1 µM), inactives show at the highest dose growth rescue (activation), actives largely listed as activators; TDP-43 expressing yeast growth rescue, BacTiter-Glo, 24 h; further: % of control where 0% means no effect; nearly all actives have a fitted effect of over 50% in size
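Cell-based yeast growth screen: TDP-43 expression induced in galactose, inoculum OD600=0.02 after raffinose pregrowth to mid-log. Read-out BacTiter-Glo luminescence at 24 hr, 30 deg C; inhibition of toxicity seen as signal increase.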
KB-V1 cytotox: KB-V1 MDR subline cytotoxicity; KB-V1 MDR cells viability, CellTiter-Glo, 72 h; Potency, µM (highest dose often 46.1 µM), for inactives: top-dose activity change, negative = cytotoxicity, hits mostly cytotoxic; 3.4% of 400,000 active; AID 1347076; further: on the % scale 0 is the no-effect control and ±100 the full control effect; nearly all actives have a fitted effect of over 60% in size
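KB-V1 cells (P-gp-expressing MDR subline of KB-3-1) in phenol-red-free DMEM with 10% FBS were exposed to library compounds over a concentration series for 72 h at 37 degrees C. Viability read by CellTiter-Glo luminescence; concentration-effect curves fitted after normalization.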
GLP1R inv ag: GLP-1 receptor (human) inverse agonism; HEK293 GLP-1R CRE-luciferase, luminescence, 24 h; GLP-1R form is constitutively active; Potency, µM (top dose mostly 38.3 µM), for inactives: top-dose activity change, negative = inhibition, usual class: inhibitors; 1.6% of 410,000 active; AID 624417; further: on the % scale 0 is the no-effect control and ±100 the full control effect; nearly all actives have a fitted effect of over 55% in size
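Using stably transfected HEK293 (constitutively active GLP-1R, cAMP-luciferase reporter), compounds were incubated 24 hr and luciferase measured by luminescence.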
HT1080NT lethal: kills 2HG-producing HT-1080-NT fibrosarcoma cells | HT-1080-NT fibrosarcoma viability, CellTiter-Glo ATP luminescence, 48 h | Potency, µM (top dose mostly 46.1 µM), inactives show top-dose activity, negative = less viability, usual class: cytotoxic | 1.6% of 360,000 active | AID 686970;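 further: NT is the 2HG producing partner of a matched IDH1 knockdown line; 0% = DMSO-treated cells and -100% = media-only wells without cells; nearly all actives have a fitted effect of over 55% in size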
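Read-out is CellTiter-Glo luminescence after 10 minutes at room temperature, following 48 hours' compound treatment of HT-1080-NT cells (750 cells/well, RPMI, 5% FBS, 37 degrees C).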
* hit, by the source's call; ? = inconclusive; / = no result given; [ ] = another dose, or the depositor's remark. The call rests on the fitted dose curve; in most records, active means well fitted curve in the direction sought with a large enough effect; inconclusive means small, poorly fitted or top-dose-only effect, or another doubt; inactive means no such curve, though single readings can be large; an effect the other way counts as inactive or inconclusive. Potency means the concentration at half of the fitted maximal effect.

1	COc1ccc(S(=O)(=O)N2CCC(C(=O)Nc3c(F)cccc3F)CC2)cc1
2	O=C(NC1CCN(Cc2ccccc2)CC1)C12CC3CC(CC(C3)C1)C2
3	COc1ccc(OC)c2c1nc1n2CCS1
4	Cc1ccc(CNCCCn2cnc(C(=O)Nc3ccc(C)c(C)c3)n2)o1
5	Cc1ccc(CSc2ncc(Cl)c(C(=O)Nc3sc4c(c3C(N)=O)CCCC4)n2)cc1
6	C=CCn1c(SCC(=O)Nc2ncc(Cc3cc(C(F)(F)F)ccc3Cl)s2)nnc1-c1ccncc1
7	Cc1csc(C(=O)O)c1-n1cccc1
8	COc1ccc2c(C)cc(=O)sc2c1
9	CCOc1ccc(-c2cc(CCCC(=O)N3CCN(c4ccc(OC)cc4)CC3)no2)cc1
10	CCc1ccc2c(c1)NC(=O)C2(C)Cc1ccccc1C#N (centres undefined)
entry no.,1,2,3,4,5,6,7,8,9,10
SW480 rerep,-3%,0%,-38%[inhibitor],1%,/,0%,-3%,/,-3%,/
GLP1R cytotox,-55%,0%,-2%,5%,3%,1%,-10%,20%,1%,-8%
HT1080 IDH1KD tx,4%,-8%,14%,3%,/,3%,15%,-1%,2%,?
KB-3-1 tox,-14%,-14%,9%,0%,-4%,-1%,-1%,-1%,-17%,-24%
GLP-1R agonist,6%,12%,16%,18%,/,-5%,-2%,-2%,1%,5%
TDP43 rescue,7%,0%,29%,24%,-15%,-8%,11%,0%,19%,15%
KB-V1 cytotox,-11%,26µM*,?,0%,1%,-23%,8%,-6%,0%,?
GLP1R inv ag,-4%,2%,14%,-30%,13%,0%,8%,62%[activator],7%,?
HT1080NT lethal,11%,-8%,14%,4%,/,7%,?,3%,13%,-25%

11	COc1c(OC2OC(C(=O)O)C(O)C(O)C2O)cc(O)c2c(=O)cc(-c3ccccc3)oc12 (centres undefined)
12	C[C@H]1CCC(=O)N([C@H](CSc2ccc(Br)cc2)Cc2ccccc2)CC1
13	CCOC(=O)c1oc2ccc(S(=O)(=O)n3nc(-c4cc(OC)cc(OC)c4)cc3N)cc2c1C
14	Cc1ccc(-n2c(-c3nn(C)cc3Cl)n[nH]c2=S)cc1
15	Cc1cc(C)n2nc(C(=O)OCC(=O)c3c[nH]c4ccccc34)nc2n1
16	C=COCCNC(=S)Nc1cccc(Cl)c1
17	CCc1ccc(NC(=O)CCc2c(C)nn(-c3ccc(N4CCOCC4)nn3)c2C)cc1
18	S=c1[nH]nc(COc2ccccc2)n1/N=C/c1ccc(Cl)c(Cl)c1
19	COc1ccccc1C(=O)NC(=O)CSc1nncn1C
20	CCOC(=O)C(C(=O)OCC)c1cc(Br)c2noc3c2c1C(=O)c1ccccc1-3
21	CN1CCN(C2CN(Cc3cn(Cc4ccccc4)nn3)S(=O)(=O)C2)CC1 (centres undefined)
22	COc1ccc(C(=O)c2oc3ccccc3c2NC(C)=O)cc1
entry no.,11,12,13,14,15,16,17,18,19,20,21,22
SW480 rerep,1%,-1%,/,-1%,-6%,0%,-14%,-5%,-12%,?,/,?
GLP1R cytotox,8%,?,1%,-1%,0%,?,-4%,2%,0%,?,0%,24%
HT1080 IDH1KD tx,7%,7%,/,0%,-3%,-4%,9%,17%,4%,12µM*,1%,-23%
KB-3-1 tox,5%,?,-5%,8%,2%,-4%,2%,5%,-8%,5.2µM*,1%,?
GLP-1R agonist,-3%,6%,0%,-1%,9%,-1%,-1%,6%,-11%,-4%,0%,8%
TDP43 rescue,21%,8%,4%,16%,23%,-9%,17%,10%,20%,-19%,-3%,2%
KB-V1 cytotox,?,?,-15%,-2%,19%,-15%,-8%,4%,0%,?,-13%,?
GLP1R inv ag,6%,?,-12%,10%,15%,?,-11%,-3%,7%,9%,25%,0%
HT1080NT lethal,16%,7%,/,0%,5%,-4%,2%,10%,4%,9.2µM*,-15%,-7%

Complete entries from above. Screens in order: SW480 rerep, GLP1R cytotox, HT1080 IDH1KD tx, KB-3-1 tox, GLP-1R agonist, TDP43 rescue, KB-V1 cytotox, GLP1R inv ag, HT1080NT lethal
Shown for CCOC(=O)C(C(=O)OCC)c1cc(Br)c2noc3c2c1C(=O)c1ccccc1-3 = ?, ?, 12µM*, 5.2µM*, -4%, -19%, ?, 9%, 9.2µM*
Shown for S=c1[nH]nc(COc2ccccc2)n1/N=C/c1ccc(Cl)c(Cl)c1 = -5%, 2%, 17%, 5%, 6%, 10%, 4%, -3%, 10%
Shown for COc1ccc(C(=O)c2oc3ccccc3c2NC(C)=O)cc1 = ?, 24%, -23%, ?, 8%, 2%, ?, 0%, -7%
Shown for C=COCCNC(=S)Nc1cccc(Cl)c1 = 0%, ?, -4%, -4%, -1%, -9%, -15%, ?, -4%
Shown for COc1c(OC2OC(C(=O)O)C(O)C(O)C2O)cc(O)c2c(=O)cc(-c3ccccc3)oc12 (centres undefined) = 1%, 8%, 7%, 5%, -3%, 21%, ?, 6%, 16%
